tuberculosis growth: growth inhibition of non-replicating M. tuberculosis (AID 488890); Mycobacterium tuberculosis non-replicating, growth inhibition; higher % means a stronger effect; one-dose inhibition, % at 25 µM; IC50 in µM for titrated hits; actives 0.39% (n = 320,000); in the data active means a potency from the dose series; inconclusive means inhibition mostly from about 82% at the one dose, without a potency; inactive means the rest, 99 in 100 with inhibition below about 76%;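 further: plate controls were DMSO cells for no effect and high antibiotic wells for full effect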
H1N1 NS1A inhibition: H1N1 influenza NS1A inhibitors, functional cell based assay (AID 504329). NS1A functional cell-based assay, percent inhibition; higher % means a stronger effect. one-dose inhibition, % at 12.5 µM; IC50 in µM for titrated hits. actives 0.3% (n = 340,000); in the data active means a potency from the dose series; inconclusive means inhibition above about 27% without an active follow-up result; further: strong numbers were not always called active
inhibitors of VEEV: inhibitors of VEEV TC-83 cytopathic effect, confirmation, Vero cells (AID 588727); Vero cells, VEEV TC-83 cytopathic effect inhibition; higher % means a stronger effect; inhibition, % at 20 µM, or IC50 in µM where a hit was titrated; actives 0.13% (n = 350,000); in the data active means a potency from the dose series; inconclusive means inhibition mostly from about 14% at the one dose, without a potency; inactive means the rest, 99 in 100 with inhibition below about 12%; further: strong numbers were not always called active
M. tuberculosis HTS: M. tuberculosis growth inhibition, HTS (AID 449762) | M. tuberculosis H37Rv growth inhibition, 7H9 media; higher % means a stronger effect | one-dose inhibition, % at 25 µM; IC50 in µM for titrated hits | actives 0.59% (n = 330,000); in the data active means a potency from the dose series; inconclusive means inhibition above about 70% without an active follow-up result;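 further: bacterial growth assessed after seven days of incubation; strong numbers were not always called active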
PhoP GFP inhibition: PhoP regulon inhibitors, Salmonella typhi PhoP promoter GFP reporter, confirmatory (AID 1850); inhibition, % at 50 µM, or IC50 in µM where a hit was titrated; actives 0.33% (n = 310,000); Salmonella Typhi PhoP-promoter GFP reporter, fluorescence, 4 h; higher % means a stronger effect; in the data active means a potency from the dose series; inconclusive means inhibition mostly from about 25% at the one dose, without a potency; inactive means the rest, 99 in 100 with inhibition below about 19%;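 further: 0% = induced wells with vehicle and 100% = uninduced wells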
inhibitors of VEEV 10K pilot screen: further read-out of inhibitors of VEEV, marked with its call; inhibition, %; measured here: 10K pilot screen inhibition
Starred values were filed as active, the others as inactive; i = inactive; ? = inconclusive; · = not tested or not shown. This is a random part of the collection (roughly 1.5% active in at least one column).

SMILES	tuberculosis growth	H1N1 NS1A inhibition	inhibitors of VEEV	M. tuberculosis HTS	PhoP GFP inhibition	others
Cc1nn(-c2ccc(F)cc2)c(Cl)c1/C=C/C(=O)N1CCNC(=O)C1	30%	-3%	1.3%	0%	17%
COc1ccc2[nH]c3nc(SCc4nnc(-c5ccc(C)cc5)o4)nnc3c2c1	-8%	2%	8.4%	8%	3%
CCOC(=O)C1C(=O)OC2(CCCC2)C1C(=O)OCC (stereo unspecified)	4%	3%	i	-7%	-5%
COC(=O)c1c(C)nsc1NC(=O)Oc1ccccc1	2%	-5%	i	-7%	-1%
Cc1ccc2[nH]c(-c3ccccc3)c(CN3CCOCC3)c(=O)c2c1	8%	-4%	1.8%	-1%	-12%
COc1ccc(NC(=O)CCc2nc(-c3ccc(C)cc3)no2)cc1Cl	?	-2%	0.2%	?	-4%
CCNC(=S)N(CCc1c(C)[nH]c2ccc(C)cc12)Cc1cccnc1	17%	-4%	0.6%	11%	-9%
O=C(O)c1nn(CC(=O)N2CCN(c3ncc(C(F)(F)F)cc3Cl)CC2)c(=O)c2ccccc12	15%	-2%	0.5%	-8%	6%
FC(F)(F)c1cccc(Cc2noc(CN3CCCCC3c3ccccn3)n2)c1 (stereo unspecified)	13%	0%	4.5%	-4%	16%
CC(Sc1nncn1C)C(=O)NCCC1=CCCCC1 (stereo unspecified)	8%	-5%	i	-2%	·
CC(=O)c1ccc(S(=O)(=O)NC2CC(=O)N(c3ccc(Cl)cc3)C2)cc1 (stereo unspecified)	18%	-1%	2.5%	2%	1%
O=C(CSCc1cccc(Cl)c1)N/N=C/c1ccc(OCC(=O)N2CCCCC2)cc1	56%	3%	i	47%	-6%
Cc1ccc(-n2c(C)nnc2SCC(=O)N2CCOCC2)cc1	-15%	-1%	0.7%	-6%	1%
CC(=O)Nc1nc(C)c(Oc2ccc(Cl)cc2Cl)c(=O)[nH]1	1%	-9%	0.6%	1%	-9%
Cc1c(NS(=O)(=O)c2cccc(C(=O)N3CCC(C)CC3)c2)c(=O)n(-c2ccccc2)n1C	1%	-16%	2.1%	-9%	·
COc1ccc2c(c1)C(c1ccc(C)o1)=NNC(c1cccnc1)=N2	2%	6%	9.0%	0%	8%
CC(C)C(=O)Nc1nnc(SCc2cccc(F)c2)s1	41%	-7%	3.6%	12%	-9%
CN(Cc1ccon1)Cc1cn(C)nc1-c1ccc2c(c1)OCCO2	-5%	-5%	1.8%	-3%	10%
Cc1ccnc(N2CCCC(C(=O)Nc3cccc(C)c3C)C2)n1 (stereo unspecified)	-7%	-1%	1.1%	-2%	9%
CCOc1ccccc1NC(=O)/C(C#N)=C/c1cccnc1	5%	0%	1.3%	5%	-5%
CCOc1ccccc1OCC(=O)OCC(=O)c1c(C)[nH]c2ccccc12	25%	-2%	3.0%	4%	-5%
COc1ccc(N2CCN(C(=O)CSc3nnc(-c4cc5ccccc5cc4O)n3C)CC2)cc1	44%	10%	i	2%	-3%
Cc1cc(=O)[nH]c2cc(O)ccc12	-3%	-8%	0.2%	?	4%
COc1cc(O)cc2c1C(=O)O[C@@H](C)CCCC(=O)CCCCC2	-6%	19%	0.8%	2%	-25%
O=C(CSc1ccc(Br)cc1)Nc1ccc(N2CCOCC2)cc1	38%	11%	1.0%	0%	2%

The list goes on; the last 5 above are carried over.
SMILES	tuberculosis growth	H1N1 NS1A inhibition	inhibitors of VEEV	M. tuberculosis HTS	PhoP GFP inhibition	others
CCOc1ccccc1OCC(=O)OCC(=O)c1c(C)[nH]c2ccccc12	25%	-2%	3.0%	4%	-5%
COc1ccc(N2CCN(C(=O)CSc3nnc(-c4cc5ccccc5cc4O)n3C)CC2)cc1	44%	10%	i	2%	-3%
Cc1cc(=O)[nH]c2cc(O)ccc12	-3%	-8%	0.2%	?	4%
COc1cc(O)cc2c1C(=O)O[C@@H](C)CCCC(=O)CCCCC2	-6%	19%	0.8%	2%	-25%
O=C(CSc1ccc(Br)cc1)Nc1ccc(N2CCOCC2)cc1	38%	11%	1.0%	0%	2%
Cc1nn(C)c(Cl)c1CN1CCN(CCC(C)C)C(CCO)C1 (stereo unspecified)	1%	-31%	5.2%	19%	1%
COc1ccccc1Oc1ccc2c(c1)C(=O)N(c1ccccc1)C2=O	-17%	-2%	2.0%	-4%	6%
CC(C)N1CCSC1=S	·	1%	4.5%	·	·
COc1cc(OC)c2c(-c3cccc(-c4ccc(CO)cc4)c3)cc(=O)oc2c1	·	-16%	?	·	·
O=[N+]([O-])c1ccc(C2Nc3cccc4cccc(c34)N2)cc1	37%	14%	0.8%	-3%	-5%
COc1cc(C(=O)Oc2ccccc2/C=N/NC(=O)c2ccc(C)c(Cl)c2)cc(OC)c1OC	67%	1%	10%	-4%	-9%
Cc1ccc(N2C(N)=NC(N)=NC23CCCC3)c(C)c1	16%	-1%	0.6%	6%	-1%
c1ccc(N2CCN(Cc3nc4ccccc4[nH]3)CC2)nc1	6%	4%	2.5%	-1%	-13%
O=C(CN1CC(c2ccccc2)CC1=O)NCc1ccc(F)cc1 (stereo unspecified)	4%	-5%	i	-2%	12%
Cc1cc(C(=O)Cn2nc(C(=O)O)c3ccccc3c2=O)c(C)n1-c1ccccc1	9%	4%	8.7%	-1%	-4%
CC(C)CN(CC(C)C)C(=O)Nc1cccc([N+](=O)[O-])c1	18%	10%	0.7%	-1%	-3%
CCc1ccc(-c2nc(NC(=S)NC(=O)c3cccs3)sc2C)cc1	12%	8%	0.8%	-7%	-9%
Cc1ccc(C)c(NC(=S)NC(NC(=O)Cc2ccccc2)C(Cl)(Cl)Cl)c1 (stereo unspecified)	4%	5%	6.4%	6%	0%
CCOc1ccc(CCNC(=O)c2ccc(OCc3c(C)noc3C)cc2)cc1OCC	4%	-1%	12%	-6%	1%
O=C(O)c1ccc(NC(=O)c2ccccc2NC(=O)c2cccc(F)c2)cc1	7%	-3%	1.0%	8%	1%
O=c1c2ccccc2nc(CSc2nnnn2-c2ccccc2)n1-c1ccccc1Cl	-13%	7%	0.5%	1%	0%
O=[N+]([O-])c1ccc(O)c(CN2CCCCCC2)c1	1%	1%	0.9%	-18%	-5%
Cc1cc(C)cc(NC(=O)c2ccc(CNc3c(N4CCCC4)c(=O)c3=O)cc2)c1	21%	-5%	0.9%	-9%	15%
COc1cc(/C=C/C(=O)OCC(=O)N(CC(C)C)c2c(N)n(Cc3ccccc3)c(=O)[nH]c2=O)ccc1O	·	-11%	3.0%	·	·
CC(O)CNc1nc2c(c(=O)n(Cc3ccccc3)c(=O)n2C)n1C (stereo unspecified)	-5%	-2%	0.7%	1%	4%
CC(=O)NCCCC(=O)NN1C(=S)N(Cc2ccccc2)C(=O)C1CC(=O)Nc1cccc(C)c1 (stereo unspecified)	9%	-6%	1.5%	3%	-3%
Cc1ccc(-c2nnc(N3CCN(C(=O)c4ccco4)CC3)c3ccccc23)cc1	?	16%	1.9%	?	8%
Cc1c(Cl)cccc1-n1ccnc1SCC(=O)O	-4%	-4%	4.2%	·	-16%
O=C(Nc1cccc(Cl)c1N1CCCCC1)c1ccc2c(c1)OCCO2	-1%	-9%	4.7%	2%	3%
C=CCN(C(=O)CNC(=O)c1ccco1)C(C(=O)NC1CCCCC1)c1ccc(OC)cc1 (stereo unspecified)	-1%	-3%	i	-11%	0%
(further entries)
SMILES	tuberculosis growth	H1N1 NS1A inhibition	inhibitors of VEEV	M. tuberculosis HTS	PhoP GFP inhibition	others
CC(C)(C)CC(=O)Nc1ccc(C(N)=O)cc1	2%	2%	2.9%	6%	-3%
COc1ccccc1/C=N/N1C(=O)c2cccc3cccc(c23)C1=O	-4%	-2%	1.2%	0%	59%
CCOC(=O)c1c(NC(=O)COc2cccc3c2CCN(C)C3=O)sc2c1CCC2	9%	-11%	12%	58%	-7%
C/C(=N\NC(=S)NC(C)C)c1ccc(-n2ccnc2)cc1	-12%	-2%	6.4%	-3%	0%
Cc1ccccc1CNC(=O)C1CCN(c2nnc(N3CCCC3=O)s2)CC1	-3%	3%	0.4%	1%	-2%
O=C(CSc1nnc(CNC(=O)c2ccco2)o1)Nc1ccc(Br)cc1	2%	2%	i	-3%	6%
CCCSc1nc(C)c(CC(=O)O)c(=O)[nH]1	-5%	-8%	i	3%	0%
Cc1onc(-c2ccccc2)c1C(=O)N1CCN(S(=O)(=O)c2ccc3c(c2)OCCO3)CC1	19%	5%	1.7%	-4%	-6%
CCOC(=O)C1(Cc2ccccc2)CCN(Cc2cnn(CC)c2)CC1	3%	-3%	0.9%	-3%	0%
CC(C(=O)Nc1ccc(Cl)cc1Cl)N1C(=O)NC2(CCCC2)C1=O (stereo unspecified)	2%	2%	3.4%	0%	13%
CCNc1nc(Oc2ccc(=O)[nH]n2)nc(SC)n1	-10%	6%	1.2%	-8%	-8%
CCOC(=O)CNC(=O)CN1C(=O)CC(c2ccccc2)S(=O)(=O)c2ccccc21 (stereo unspecified)	1%	-8%	0.7%	-3%	2%
O=C1NC(=S)N(c2ccccc2)C(=O)C1C(c1ccncc1)C1C(=O)NC(=S)N(c2ccccc2)C1=O (stereo unspecified)	6%	5%	0.1%	9%	-7%
c1ccc2sc(N3CCN(Cc4nnnn4CC4CCCO4)CC3)nc2c1 (stereo unspecified)	0%	-9%	i	-1%	-9%	inhibitors of VEEV 10K pilot screen=1.4
CCC[C@@H](CN1CCC[C@H]1CN1C(N)=NC[C@@H]1Cc1ccccc1)N1C[C@@H]([C@H](C)CC)N(CCCC2CCCC2)C1=N	?	9%	1.2%	?	·
Cc1cc(=O)oc2cc(NC(=O)c3ccc(OC(F)F)cc3)ccc12	-10%	2%	0.1%	6%	2%
CC(=O)c1cc2c(cc1NC(=O)Nc1cccc(Cl)c1)OCCO2	15%	-26%	7.8%	6%	4%
CC(=O)Nc1ccc2c(COC(=O)CC3Sc4ccccc4NC3=O)cc(=O)oc2c1 (stereo unspecified)	5%	-12%	0.6%	5%	-4%
CCNC(=O)C(=O)NCC1CCCN1S(=O)(=O)c1cccs1 (stereo unspecified)	4%	-8%	1.3%	-1%	1%
COc1ccc(OC)c(NC(=O)CSc2ncccc2C(=O)O)c1	9%	-10%	1.5%	10%	1%
COc1ccc(C)cc1NC(=O)c1ccccc1NS(=O)(=O)c1cccc2cccnc12	-3%	-6%	i	6%	-3%
Cc1ccc(N(CC(=O)NCC2CCCO2)C(=O)CCC(=O)Nc2cc(C)on2)cc1 (stereo unspecified)	-4%	2%	1.1%	12%	3%
O=C(c1ccc(S(=O)(=O)Cc2ccccc2F)c([N+](=O)[O-])c1)N1CCCCCC1	17%	9%	?	1%	2%
CC1CN(C(=O)C2CC2)C(C)CN1C(=O)C1CC1 (stereo unspecified)	-12%	5%	0.1%	1%	-2%
CC(C)COC(=O)N(C)c1ccc(C(O)(C(F)(F)F)C(F)(F)F)cc1	-2%	-4%	2.3%	-6%	3%
Other structures
SMILES	tuberculosis growth	H1N1 NS1A inhibition	inhibitors of VEEV	M. tuberculosis HTS	PhoP GFP inhibition	others
O=[N+]([O-])c1ccc(CSc2nc3ccccc3o2)cc1	66%	12%	5.0%	-1%	1%
Cc1ccc(C(=O)O/N=C(\N)Cc2ccc([N+](=O)[O-])cc2)c(Cl)c1	58%	-10%	10%	11%	5%
Cn1cncc1C#Cc1c(-c2ccsc2)sc2ccccc12	?	-10%	0.4%	?	·
Cc1ccc(Cl)cc1N1CCN(S(=O)(=O)c2cc3c(cc2C)NC(=O)CO3)CC1	-18%	6%	4.9%	-3%	-4%	inhibitors of VEEV 10K pilot screen=1.8
Cc1cc(C(=O)CN2CCCC2)c(C)n1-c1ccc(F)cc1	21%	-6%	0.8%	-2%	-2%
C=CCn1c(CCNC(=O)C(C)(C)C)nc2ccccc21	-3%	7%	7.1%	-4%	-3%
Nc1c(Cl)cc(-c2csc(NCCc3nc4cc(Cl)c(Cl)cc4n3CCCO)n2)cc1Cl	14%	10%	3.8%	11%	8%
CCCNC(=O)CN1C(=O)NC(CCc2ccccc2)C1=O (stereo unspecified)	-3%	12%	i	-7%	-7%
CCN(CC)c1ccc(/C=N/Nc2nc(C)cc(=O)[nH]2)c(O)c1	-15%	19%	6.2%	0%	0%
COc1ccc2c(c1OC)CN1CCc3cc4c(cc3[C@@H]1[C@@H]2O)OCO4	0%	-6%	0.4%	2%	-2%
O=c1cc[nH]c2c(Cl)cccc12	-8%	-12%	0.7%	-8%	-13%
CC(=O)c1ccc(N2CCCCCC2)c(F)c1	22%	-16%	0.0%	-9%	3%

From PubChem BioAssay
